Screens from PubChem BioAssay.
TNAP inhibition – inhibition of tissue-nonspecific alkaline phosphatase – biochemical, luminescent (AID 518); purified TNAP enzyme, luminescent substrate readout; higher % means a stronger effect; inhibition, % at 20 µM; hits with a dose series show IC50 in µM; actives 0.09% (n = 64,000); in the data active means a potency from the dose series; inactive means the rest, 99 in 100 with inhibition below about 22%;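 further: plate controls were vehicle for no effect and reference inhibitor for full effect; many of its hits are not listed in these tables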
Spn MK inh – inhibitors of Streptococcus pneumoniae mevalonate kinase. actives 0.48% (n = 65,000). inhibition, % at 10 µM. AID 555. purified MK, PK/LDH-coupled NADH absorbance 340 nm;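 active means ranked among the strongest by inhibition in the single 10 µM screen, a fixed top-ranked set picked for dose follow-up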; further: no value below 0 was filed
Spn PMK inh – blocks S. pneumoniae phosphomevalonate kinase. purified PMK, PK/LDH-coupled NADH absorbance 340 nm. inhibition, % at 10 µM. actives 0.49% (n = 65,000). AID 539;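 active means top-ranked compounds by inhibition in the single 10 µM screen, taking a fixed number of the strongest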;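 further: 0% = full reaction with DMSO carrier and 100% = background rate without enzyme reaction; no value below 0 was filed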
HPDE-C7 cytotoxicity – HPDE-C7 pancreatic duct cell viability loss – fluorescence, HTS (AID 430); HPDE-C7 pancreatic duct cells viability, fluorescence; higher % means a stronger effect; cytotoxicity, % at 10 µM, or EC50 in µM where a hit was titrated; actives 1.8% (n = 63,000);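 further: cells exposed to compound for 48 hours before viability readout; 0% = vehicle and 100% = reference cytotoxic drug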
HT1080 viability – cytotoxicity in HT1080 fibrosarcoma cells, cell-based, fluorescence readout (AID 620); HT1080 viability, fluorescence; higher % means a stronger effect; actives 0.42% (n = 87,000); cytotoxicity, % at 10 µM; hits with a dose series show EC50 in µM;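 further: cells exposed to compound overnight then 4 h with Alamar Blue; 0% = vehicle DMSO and 100% = killing control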
Bfl-1 inhibitors – displacement of Bid BH3 peptide from Bfl-1 – biochemical, fluorescence polarization, FITC-Bid, mouse, primary screen (AID 432). FITC-Bid BH3 peptide fluorescence polarization displacement; higher % means a stronger effect. displacement, % at 20 µM, or IC50 in µM where a hit was titrated. actives 0.02% (n = 64,000); in the data active means a potency from the dose series; inactive means the rest, 99 in 100 with displacement below about 15%; further: strong numbers were not always called active
Spn DPM-DC inh – inhibitors of Streptococcus pneumoniae diphosphomevalonate decarboxylase; purified DPM-DC, PK/LDH coupled NADH fluorescence; calls only at 10 µM; actives 0.49% (n = 65,000); AID 556;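 active means the 320 compounds with the highest percent inhibition in the single-dose primary screen, excluding strongly autofluorescent ones, cut at about 32% in these data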;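 further: kinetic rate of NADH fluorescence loss reporting ADP formed by the decarboxylase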
LYP phosphatase – inhibition of human PTPN22 tyrosine phosphatase – biochemical, DiFMUP fluorescence, recombinant catalytic domain, 10 µM, primary screen (AID 606). inhibition, % at 10 µM, or IC50 in µM where a hit was titrated. recombinant LYP catalytic domain, DiFMUP fluorescence; higher % means a stronger effect. 52,000 tested, under 10 active;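 active means IC50 under 40 µM in the dose-response test; inactive means IC50 of 40 µM or more, or never dose-tested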
HPDE-C7K KRASV12 – viability loss of HPDE-C7K cells – cell-based, fluorescence, HTS, primary screen (AID 431) | cytotoxicity, % at 10 µM, or EC50 in µM where a hit was titrated | actives 1.7% (n = 63,000) | HPDE-C7K KRASV12 cells, Alamar Blue viability, 48 h; higher % means a stronger effect;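 active means compounds whose percent cytotoxicity in the single-dose primary screen, scaled between solvent and toxic-drug controls, exceeds 50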;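 further: 0% = DMSO solvent wells and 100% = doxorubicin-treated wells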
Spn PMK inh pilot replicates – also measured in Spn PMK inh; calls as there; inhibition, %; measured here: pilot screen replicates
Spn MK inh pilot replicates – second read-out of Spn MK inh, no call of its own (marks repeat the call); inhibition, %; measured here: pilot screen replicates
Spn DPM-DC inh pilot screen % – further read-out of Spn DPM-DC inh, marked with its call; inhibition, %; measured here: pilot screen trials
Numbers without * were called inactive; i = inactive; · = not tested or not shown. Unless noted, no stated cut-off is given here; in the data, active means cytotoxicity above about 50%; inactive means the rest.

SMILES | TNAP inhibition | Spn MK inh | Spn PMK inh | HPDE-C7 cytotoxicity | HT1080 viability | Bfl-1 inhibitors | Spn DPM-DC inh | LYP phosphatase | HPDE-C7K KRASV12 | others
C=CCn1c(SCC(=O)c2ccccc2)nnc1-c1cc2ccccc2o1 | 6.5% | 3.0 | 8.0 | -10.7% | -0.1% | 2.2% | i | 3.9% | 0.4%
CCCCCCOC(=O)C(C#N)c1nc2ccccc2nc1N1CCCCC1 (stereo not drawn) | 13.6% | 3.0 | 13.0 | -47.4% | -12.8% | -10.3% | i | -6.2% | -16.1% | Spn PMK inh pilot replicates=2.0;Spn MK inh pilot replicates=6.0;Spn DPM-DC inh pilot screen %=5.0
CCc1nc(N)nc2c1C(=O)CC(C)(C)C2 | -2.8% | 8.0 | 0.0 | -13.0% | -5.7% | 1.6% | i | 4.6% | -10.4%
COc1cc(CC(=O)O)c(C(C)=O)cc1OC | 8.1% | 6.0 | 6.0 | · | 9.0% | -1.8% | i | 4.0% | ·
CCOC(=O)COc1ccc(-c2nnc(-c3ccccc3)o2)cc1 | 2.5% | 8.0 | 8.0 | -18.9% | -0.4% | -14.0% | i | 6.1% | -3.2%
O=C(NCc1nc2ccccc2[nH]1)c1ccc(Cl)c(S(=O)(=O)N2CCCC2)c1 | 3.6% | 0.0 | 17.0 | -6.2% | -8.2% | 12.8% | i | 3.9% | 4.8% | Spn PMK inh pilot replicates=0.0;Spn MK inh pilot replicates=0.0;Spn DPM-DC inh pilot screen %=0.0
CCC1=[N+]([O-])C(C)(/C(C)=N\O)N(O)C1(C)C (stereo not drawn) | 2.1% | 0.0 | 10.0 | -5.8% | 3.8% | 2.3% | i | 6.9% | -6.8%
Cc1ccc2nc(SCC(=O)Nc3cc(C)on3)[nH]c2c1 | -10.3% | 0.0 | 9.0 | 0.5% | 0.3% | -0.1% | i | · | -0.6%
CSc1ccccc1NC(=O)c1cccs1 | 12.2% | 2.0 | 10.0 | -15.5% | · | 6.8% | i | -2.6% | -8.8%
COc1ncnc2c1N[C@@](C)(O)c1c(F)c(F)c(F)c(F)c1S2 | -1.6% | 11.0 | 5.0 | -13.8% | -4.6% | -1.1% | i | 12.7% | -6.9%
Cc1c(C(=O)O)oc2c3c(ccc12)OCCO3 | 9.5% | 15.0 | 7.0 | -8.3% | 8.7% | 1.2% | i | -1.0% | 4.8%
COc1ccccc1NC(=O)Nc1ccnn1Cc1cccs1 | 6.1% | 0.0 | 15.0 | -16.1% | -4.5% | -1.5% | i | 12.9% | -3.7%
CC(=O)Nc1ccc(NC(=O)CSc2nccn2Cc2ccccc2)cc1 | 3.8% | 8.0 | 14.0 | 2.2% | -8.1% | -7.3% | i | · | 4.8%
Cc1cccc(N(C)c2cc(C)nc3nc(C)nn23)c1 | 2.8% | 7.0 | 13.0 | -14.6% | -4.9% | -6.6% | i | 9.3% | -12.0%
COCCN(C(=O)Nc1ccccc1)c1ccccc1C | 11.8% | 6.0 | 4.0 | -16.7% | -0.4% | -3.7% | i | 13.5% | -19.2%
CCc1nc(Nc2ccncc2)c2oc3ccccc3c2n1 | 15.4% | 17.0 | 8.0 | 67.4%* | 33.9% | -4.4% | i | -8.5% | 64.2%*
O=C(NCCCNCc1ccccc1)c1ccncc1 | 9.1% | 0.0 | 20.0 | -8.7% | -9.6% | -3.9% | i | 9.6% | -4.6%
CC(=O)Nc1sc2c(c1C#N)CC(C)(C)NC2(C)C | 4.7% | 5.0 | 13.0 | 7.6% | -0.6% | -5.6% | i | -20.4% | 18.8%
CCCc1cc(=O)[nH]c(SCC(=O)N(CC(C)C)C2CCS(=O)(=O)C2)n1 (stereo not drawn) | 6.6% | 0.0 | 9.0 | -3.9% | -3.5% | -8.7% | i | 15.8% | -3.7%
CCc1ccc2[nH]c(=O)c(CN(CCN3CCOCC3)C(=O)Nc3ccccc3F)cc2c1 | 5.6% | 6.0 | 0.0 | 2.6% | 7.3% | 6.2% | i | · | -11.3%
Cc1ccccc1OCC(=O)Nc1ccccc1CO | 2.2% | 2.0 | 0.0 | 14.5% | 4.3% | -2.1% | i | 4.7% | 14.1%
COc1cc(C(C#N)N2CCCCC2)ccc1O (stereo not drawn) | 6.2% | 15.0 | 10.0 | 4.8% | -1.4% | 0.1% | i | 0.7% | -7.5%
CC1(C)c2ssc(=S)c2-c2ccccc2N1C(=O)c1ccco1 | 12.4% | 0.0 | 0.0 | -13.6% | -4.1% | 0.2% | i | -17.2% | -6.9%
O=C(Cc1ccccc1)Nc1ccc(NC(=O)c2ccco2)nc1 | 14.5% | 0.0 | 9.0 | 5.2% | -4.0% | 0.5% | i | · | 15.8%
CC(=O)OCN(C#N)c1nc(N(C)C)nc(N(C)C)n1 | 3.8% | 10.0 | 7.0 | -8.4% | -4.7% | -0.1% | i | 3.5% | -24.5%

The closing 4 compounds of the part above come first, to join the parts.
SMILES | TNAP inhibition | Spn MK inh | Spn PMK inh | HPDE-C7 cytotoxicity | HT1080 viability | Bfl-1 inhibitors | Spn DPM-DC inh | LYP phosphatase | HPDE-C7K KRASV12 | others
COc1cc(C(C#N)N2CCCCC2)ccc1O (stereo not drawn) | 6.2% | 15.0 | 10.0 | 4.8% | -1.4% | 0.1% | i | 0.7% | -7.5%
CC1(C)c2ssc(=S)c2-c2ccccc2N1C(=O)c1ccco1 | 12.4% | 0.0 | 0.0 | -13.6% | -4.1% | 0.2% | i | -17.2% | -6.9%
O=C(Cc1ccccc1)Nc1ccc(NC(=O)c2ccco2)nc1 | 14.5% | 0.0 | 9.0 | 5.2% | -4.0% | 0.5% | i | · | 15.8%
CC(=O)OCN(C#N)c1nc(N(C)C)nc(N(C)C)n1 | 3.8% | 10.0 | 7.0 | -8.4% | -4.7% | -0.1% | i | 3.5% | -24.5%
Cc1cc(Nc2ccc(F)c(Cl)c2)n2nc(C)nc2n1 | -0.7% | 12.0 | 8.0 | -11.4% | -6.2% | -8.9% | i | -6.2% | 4.6%
COCCCNC(=O)c1ccc(CS(=O)(=O)c2ccc(Br)cc2)o1 | 8.3% | 6.0 | 0.0 | 2.9% | -3.5% | 4.3% | i | -2.4% | -5.5%
CC(C)CC1(C)NC(=O)N(CCN2C(=O)c3ccccc3C2=O)C1=O (stereo not drawn) | 9.0% | 3.0 | 14.0 | -22.1% | 10.6% | -8.7% | i | -6.1% | -19.7%
CCc1ccccc1S(=O)(=O)Cc1ccc(C(=O)N2CCN(c3ccccc3OC)CC2)o1 | 11.6% | 1.0 | 12.0 | 29.4% | 4.7% | 1.1% | i | 4.8% | 21.2%
CCCc1nc(SCC(=O)NCc2ccc3c(c2)OCO3)c2c(=O)n(C)c(=O)n(C)c2n1 | 10.0% | 8.0 | 5.0 | -2.8% | -3.4% | 5.3% | i | 1.5% | 2.5%
COc1ccc2[nH]c3nc(SC(C)C)nnc3c2c1 | 2.9% | 8.0 | 4.0 | 5.7% | 22.9% | -2.3% | i | · | 3.5%
CCc1nc(CNC(=O)c2cc(OC)c(OC)c(OC)c2)no1 | 8.1% | 16.0 | 6.0 | -15.6% | -11.4% | -2.0% | i | 14.0% | 8.8%
COc1ccc(C(=O)O)cc1S(=O)(=O)NCCCN1CCCC1=O | 3.7% | 3.0 | 12.0 | -2.2% | -9.1% | -5.1% | i | · | 0.1%
CCn1nccc1C(=O)Nc1ccc(Cl)cc1Cl | 10.4% | 6.0 | 6.0 | 5.2% | 5.5% | 4.0% | i | 3.7% | -8.4%
CCOc1ccc(OCC)c(S(=O)(=O)NCCCN2CCOCC2)c1 | 7.9% | 0.0 | 14.0 | -6.8% | 4.4% | -0.1% | i | 13.2% | -10.8%
COC(=O)c1sc(=S)n(-c2cc(F)ccc2F)c1N | 10.1% | 3.0 | 10.0 | -3.9% | -3.7% | 5.2% | i | 19.4% | 3.8%
CC1(C)C(=O)C2(CCCCC2)C(=O)OC1c1ccc(O)cc1 (stereo not drawn) | 8.7% | 1.0 | 0.0 | · | 5.8% | -6.1% | i | 1.0% | ·
O=C1c2ccccc2CCC1C(O)c1ccccn1 (stereo not drawn) | 1.1% | 11.0 | 19.0 | -15.0% | -3.4% | 1.0% | i | · | -20.5%
Cn1nc(C(=O)NCc2ccccc2)c2ccccc2c1=O | -1.0% | 0.0 | 20.0 | -4.5% | -1.3% | -5.3% | i | -6.5% | -12.7%
O=C1CC(c2ccco2)Cc2nc(Nc3ccc(F)cc3)ncc21 (stereo not drawn) | 12.8% | 3.0 | 1.0 | 5.3% | -11.5% | 10.1% | i | -1.9% | -11.3%
O=c1cc(NCc2ccc3c(c2)OCO3)[nH]c(=O)n1-c1ccc(Cl)cc1 | 6.4% | 14.0 | 12.0 | -0.6% | 4.7% | -2.2% | i | -4.7% | -3.7%
COc1ccccc1N(CC(=O)Nc1ccccc1C)S(C)(=O)=O | 2.1% | 5.0 | 0.0 | -15.2% | -0.1% | -6.0% | i | 17.1% | -10.7%
COCCNC(=O)C1CC(=O)N(C2CCCCC2)C1 (stereo not drawn) | 6.3% | 7.0 | 13.0 | -11.2% | 1.2% | -7.9% | i | · | -7.3%
O=C(NCCCN1CCCCC1)C1(S(=O)(=O)c2ccc(Cl)cc2)CC1 | 2.5% | 0.0 | 1.0 | -4.9% | -2.7% | -6.2% | i | 6.8% | 5.4%
CC1CCN(C(c2ccc(N(C)C)cc2)c2nnnn2Cc2ccccc2)CC1 (stereo not drawn) | 12.3% | 15.0 | 12.0 | · | -16.3% | 1.1% | i | · | ·
CCc1cccc(NC2c3ccccc3C(=O)N2c2cccnc2)c1 (stereo not drawn) | -2.2% | 3.0 | 11.0 | -13.0% | -2.4% | -5.9% | i | 6.0% | -19.3%
CCOC(=O)N1CCC(Nc2c(N3CCN(c4cc(Cl)ccc4C)CC3)c(=O)c2=O)CC1 | -9.0% | 11.0 | 10.0 | 12.0% | 3.0% | -2.1% | i | 8.4% | -3.6%
CCN(CC)S(=O)(=O)c1cccc(C(=O)Oc2cccnc2)c1 | 9.8% | 7.0 | 0.0 | -12.5% | -5.7% | -1.6% | i | · | -9.9%
COc1ccc(NC(=O)CN(C)S(=O)(=O)c2cccs2)cc1 | 10.4% | 5.0 | 18.0 | -9.8% | -4.7% | -17.2% | i | 2.1% | 2.5%
Cc1cc(C(=O)NCc2cccs2)c(C)o1 | 4.9% | 11.0 | 5.0 | -2.3% | 9.7% | 1.5% | i | · | -2.7%
CCOc1ccccc1CNC(=O)C1CCC(=O)N1C(C)C (stereo not drawn) | -5.3% | 1.0 | 19.0 | 2.9% | -4.0% | -7.6% | i | 6.7% | -14.6%
COCCCn1c(SCC(=O)NC2CCCCC2)nnc1-c1ccncc1 | 13.7% | 11.0 | 10.0 | 7.8% | -2.3% | -9.1% | i | 5.2% | -33.5%
